Assay outcomes from PubChem BioAssay.
Salmonella PhoP GFP = PhoP-dependent GFP reporter repression – Salmonella Typhimurium, primary screen (AID 1863); S. Typhimurium PhoP-regulated promoter GFP reporter, 4 h; higher % means a stronger effect; inhibition, % at 50 µM; hits with a dose series show IC50 in µM; hit rate 0.16% among 300,000;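 active means inhibition over 29.93%, a cutoff 3 SD above the screen mean, later confirmed by dose response; inconclusive means inhibition over 29.93% but no dose response follow-up; inactive means inhibition at most 29.93% or unconfirmed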;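 further: 0% = low Mg2+ inducing control and 100% = high Mg2+ repressing control; strong numbers were not always called active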
WT yeast gro inh = growth inhibition of WT yeast, mitochondrial fusion screen; hit rate 2.1% among 190,000; inhibition, % at 10 µM; mitochondrial fusion phenotypic screen, WT strain; in the data active means inhibition above about 58%; tested in S. cerevisiae
TNAP activation fold = human TNAP enzyme activators, primary screen, biochemical, luminescent, no phosphate acceptor, uHTS (AID 1001); hit rate 0.03% among 200,000; one-dose activation fold at 20 µM; EC50 in µM for titrated hits; purified TNAP, luminescent activation assay, no phosphate acceptor; higher activation fold means a stronger effect; in the data active means activation fold from about 3, or a potency from the dose series; inactive means the rest, 99 in 100 with activation fold below about 1.6; further: many of its hits are not listed in these tables
human PMI inhibition = MPI enzyme activity inhibition – biochemical, fluorescence intensity, coupled assay, primary screen (AID 1209). purified PMI enzyme, coupled fluorescence intensity; higher % means a stronger effect. inhibition, % at 20 µM, or IC50 in µM where a hit was titrated. hit rate 0.42% among 190,000;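 further: plate controls were DMSO vehicle for no effect and wells lacking substrate for full effect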
RSV CPE inhibition = RSV antiviral activity via CPE protection, HEp-2 cells, primary 10 µM value included (AID 2391). hit rate 0.13% among 310,000. one-dose CPE inhibition, % at 10 µM; IC50 in µM for titrated hits. HEp-2 cells, RSV-induced CPE inhibition; higher % means a stronger effect; in the data active means a potency from the dose series; inconclusive means CPE inhibition mostly from about 23% at the one dose, without a potency; inactive means the rest, 99 in 100 with CPE inhibition below about 21%; further: strong numbers were not always called active
XIAP antagonists = XIAP antagonists, biochemical, IAP family, fluorescence polarization (AID 1018). one-dose displacement, % at 20 µM; IC50 in µM for titrated hits. hit rate 0.007% among 200,000. XIAP BIR domain, fluorescence polarization peptide displacement; higher % means a stronger effect; in the data active means displacement above about 50%; further: a part of the inactive calls stands beside numbers as strong as those of hits
human PMI inhibitors = MPI inhibition at elevated mannose 6-phosphate – biochemical, fluorescence intensity, high mannose 6-phosphate, primary screen (AID 1220). inhibition, % at 20 µM; hits with a dose series show IC50 in µM. recombinant PMI enzyme, coupled fluorescence intensity; higher % means a stronger effect. hit rate 0.66% among 190,000
Myeloid diff 2 = promotes myeloid progenitor differentiation; ER-HoxA9 myeloid progenitors, lysozyme-GFP differentiation, flow cytometry; calls only at 10 µM; hit rate 1% among 360,000;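 active means normalized GFP-positive differentiation at or above the plate's own cutoff, the solvent-only control mean plus 3 SD; inconclusive means no clear call, values can overlap the other calls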;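 further: cells exposed to compound for four days before flow analysis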
Siah-1 displacement = blockers of Siah-1 interaction with plectin peptide – biochemical, fluorescence polarization, rhodamine-plectin, uHTS, primary screen (AID 1817) | one-dose displacement, % at 20 µM; IC50 in µM for titrated hits | hit rate 0.02% among 290,000 | Siah-1 / rhodamine-plectin peptide fluorescence polarization; higher % means a stronger effect;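 active means displacement of at least 50% at 20 µM, with a fluorescence ratio check between 0.3 and a set limit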;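 further: plate controls were Siah plus tracer with DMSO for no effect and tracer alone without Siah for full effect; strong numbers were not always called active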
WT yeast gro inh mutant strain = recorded beside WT yeast gro inh, whose call it bears; inhibition, %; mitochondrial fusion phenotypic screen, mutant strain inhibition
Myeloid diff 2 GFP+ MAC1+ % = also measured in Myeloid diff 2; calls as there; GFP+ MAC1+ double positive, %; measured here: differentiation confirmed by MAC1 staining
* = called active by the depositor; i = inactive; ? = inconclusive; · = not tested or not shown. Unless noted, no stated cut-off is given here; in the data, active means inhibition above about 50%; inactive means the rest.

SMILES | Salmonella PhoP GFP | WT yeast gro inh | WT yeast gro inh mutant strain | TNAP activation fold | human PMI inhibition | RSV CPE inhibition | XIAP antagonists | human PMI inhibitors | Myeloid diff 2 | Myeloid diff 2 GFP+ MAC1+ % | Siah-1 displacement
CN(Cc1ccc(F)cc1)C(=O)c1cccc(NS(=O)(=O)c2ccccc2)c1 | 1% | · | · | · | · | 2.7% | · | · | i | 3.4 | 4%
COc1cccc(NC(=S)NCCCN2CCOCC2)c1 | 6% | -2 | 3 | 1.1 | 2% | 0.5% | -9.3% | 11% | i | 0.5 | 2%
COc1ccc(C2=NN(c3ccccc3)C(c3ccc(OC)c(OC)c3)C2)cc1 (stereo not given) | -2% | · | · | · | · | 4.0% | · | · | i | 0.3 | -4%
CCN(CC)c1ccc(C(=O)OCC(=O)Nc2ccccc2-c2ccccc2)cc1 | -3% | 30 | -7 | 1.1 | 7% | 12% | -6.2% | 6% | i | 0.1 | 9%
CN(C)C(CNC(=O)c1cccnc1Sc1ccccc1)c1ccco1 (stereo not given) | 4% | -11 | -4 | 1.1 | 4% | -0.2% | -1.7% | -2% | i | 0.7 | 3%
CC(=O)Nc1nc(N2C(=O)c3ccccc3C2=O)n(-c2ccccc2)n1 | 5% | -7 | -28 | 1 | 7% | 0.5% | -9.2% | 2% | i | 1.0 | 3%
O=C1c2ccccc2NC(c2ccccc2O)N1O (stereo not given) | 11% | · | · | · | · | 0.8% | · | · | i | 0.7 | 2%
CCc1nc2ccccc2c(C(=O)NCc2ccccc2)c1C | 17% | 19 | 16 | 1.1 | -8% | 0.4% | -11% | -2% | i | 3.0 | -3%
Cc1ccccc1NC(=O)Cn1c(C)nc2ccc(NC(=O)C3CC3)cc2c1=O | -3% | 17 | 12 | 1.1 | 0% | 0.9% | -0.6% | -1% | i | 1.6 | 2%
CCCC(=O)Nc1nn(CC(C)C)c2nc3cc(C)ccc3cc12 | 8% | · | · | · | · | 2.3% | · | · | i | 1.4 | -2%
COc1ccc(OC)c(S(=O)(=O)Nc2cccc(C(C)=O)c2)c1 | 11% | 2 | -3 | 1.1 | 4% | -1.7% | -1.7% | 3% | i | 0.9 | 1%
CC(=O)NC(CC(=O)Oc1ccc(C)cc1Br)c1ccccc1 (stereo not given) | -6% | · | · | · | · | 0.1% | · | · | i | 3.1 | 3%
O=P(c1ccccc1)(c1ccccc1)C1CCCO1 (stereo not given) | 2% | -1 | -18 | 1.2 | 4% | 0.6% | -0.2% | -2% | i | 1.9 | -3%
COc1ccc(COC(=O)C2=C(C)NC(=O)NC2c2ccc(O)c(OC)c2)cc1 (stereo not given) | -7% | 12 | -1 | 1.1 | 1% | -0.9% | -2.2% | 5% | i | 2.2 | 2%
O=C(Oc1ccc([N+](=O)[O-])cc1)c1cc(-c2ccccc2)nc2ccccc12 | 9% | 0 | 0 | 1 | -2% | 2.4% | -4.4% | -2% | i | 0.9 | -2%
CC1=NN(c2ccccc2)C(=O)/C1=C/C=C/C=C/N(C)C | 1% | 47 | 44 | 0.6 | 50%* | 0.5% | -7.9% | 46% | i | 0.2 | 7%
CCOC(=O)N1CCN(c2c(-c3ccc(C(C)C)cc3)c(=O)c2=O)CC1 | 3% | -6 | 5 | 1.1 | -1% | 2.7% | -1.9% | 4% | i | 1.2 | 2%
Cc1nn(-c2ccccc2)c2c1C(c1ccco1)C(C#N)=C(N)O2 (stereo not given) | 3% | 1 | -6 | 1 | -2% | 0.5% | -11% | 21% | i | 5.1 | 1%
Cc1nn(C(C)(C)C)c(NC(=O)c2ccccc2)c1C#N | -3% | · | · | · | · | 1.4% | · | · | i | 0.7 | 3%
CCOC(=O)C1=C(C)NC(=O)CC1c1cc2c(cc1[N+](=O)[O-])OCO2 (stereo not given) | -8% | 4 | 6 | 1.1 | 53%* | 0.0% | -3.2% | · | i | 0.5 | 36%

Compounds above with a carbonyl joined to an NH by a bond outside any ring:
SMILES | Salmonella PhoP GFP | WT yeast gro inh | WT yeast gro inh mutant strain | TNAP activation fold | human PMI inhibition | RSV CPE inhibition | XIAP antagonists | human PMI inhibitors | Myeloid diff 2 | Myeloid diff 2 GFP+ MAC1+ % | Siah-1 displacement
CCN(CC)c1ccc(C(=O)OCC(=O)Nc2ccccc2-c2ccccc2)cc1 | -3% | 30 | -7 | 1.1 | 7% | 12% | -6.2% | 6% | i | 0.1 | 9%
CN(C)C(CNC(=O)c1cccnc1Sc1ccccc1)c1ccco1 (stereo not given) | 4% | -11 | -4 | 1.1 | 4% | -0.2% | -1.7% | -2% | i | 0.7 | 3%
CC(=O)Nc1nc(N2C(=O)c3ccccc3C2=O)n(-c2ccccc2)n1 | 5% | -7 | -28 | 1 | 7% | 0.5% | -9.2% | 2% | i | 1.0 | 3%
CCc1nc2ccccc2c(C(=O)NCc2ccccc2)c1C | 17% | 19 | 16 | 1.1 | -8% | 0.4% | -11% | -2% | i | 3.0 | -3%
Cc1ccccc1NC(=O)Cn1c(C)nc2ccc(NC(=O)C3CC3)cc2c1=O | -3% | 17 | 12 | 1.1 | 0% | 0.9% | -0.6% | -1% | i | 1.6 | 2%
CCCC(=O)Nc1nn(CC(C)C)c2nc3cc(C)ccc3cc12 | 8% | · | · | · | · | 2.3% | · | · | i | 1.4 | -2%
CC(=O)NC(CC(=O)Oc1ccc(C)cc1Br)c1ccccc1 (stereo not given) | -6% | · | · | · | · | 0.1% | · | · | i | 3.1 | 3%
Cc1nn(C(C)(C)C)c(NC(=O)c2ccccc2)c1C#N | -3% | · | · | · | · | 1.4% | · | · | i | 0.7 | 3%

Remaining list, next part
SMILES | Salmonella PhoP GFP | WT yeast gro inh | WT yeast gro inh mutant strain | TNAP activation fold | human PMI inhibition | RSV CPE inhibition | XIAP antagonists | human PMI inhibitors | Myeloid diff 2 | Myeloid diff 2 GFP+ MAC1+ % | Siah-1 displacement
CCS(=O)(=O)N1CCC(NC(=O)c2ccco2)CC1 | 25% | 16 | 13 | 1.1 | -5% | 2.6% | -3.5% | 2% | i | 0.9 | -2%
COC(=O)C1CCN(CC(=O)Nc2ccccc2Sc2ccccc2)CC1 | -3% | 12 | -18 | 1.1 | 13% | 1.4% | -4.9% | 16% | i | 0.2 | 3%
CCOc1cc(C(=O)Nc2cc(C)ccc2OC)ccc1OCC(=O)N1CCCCC1 | 10% | 4 | -6 | 1.1 | -1% | 2.2% | -3.0% | 3% | i | 2.4 | -3%
CC(=O)Nc1ccc(S(=O)(=O)NCc2nc(-c3ccccc3Cl)no2)cc1 | -3% | · | · | · | · | 0.9% | · | · | i | 0.5 | 0%
CCOC(=O)C1CCCN(C(=O)C2CCN(S(=O)(=O)N3CCC4(CC3)OCCO4)CC2)C1 (stereo not given) | 2% | -25 | -7 | 1.1 | 7% | 2.2% | -3.9% | 17% | i | 1.3 | -2%
O=S(=O)(NCCN1CCOCC1)c1ccc(Cl)c(Cl)c1 | 2% | · | · | · | · | 0.8% | · | · | i | 0.9 | 12%
CCCC(=O)Nc1ccc(-c2csc(-c3cccnc3)n2)cc1 | 3% | · | · | · | · | 0.2% | · | · | i | 0.2 | 3%
O=C(CN1C(=O)NC2(CCCCCCC2)C1=O)NCc1ccc2c(c1)OCO2 | 12% | 14 | 41 | 1.1 | -3% | 1.2% | -3.4% | -2% | i | 0.5 | 5%
O=C(Nc1cc2ccccc2oc1=O)C1CCCCC1 | -6% | -4 | -14 | 1.1 | 7% | 0.8% | -2.4% | 2% | i | 6.9 | 11%
Cc1c(Cl)c([N+](=O)[O-])nn1CCCC(=O)NC1CCCCC1 | -8% | -7 | -6 | 1.1 | -7% | -0.3% | -5.7% | -12% | i | 0.4 | -5%
CCN(c1ccccc1)S(=O)(=O)c1ccc(OC)c(NC(=O)Cn2cnc3c2c(=O)n(C)c(=O)n3C)c1 | -11% | 3 | 2 | 1 | -4% | 1.5% | -4.7% | -2% | i | 0.1 | 0%
O=C(CSc1nc2ccccc2s1)N/N=C/c1ccc(C(=O)O)cc1 | 4% | -7 | -27 | 1.1 | -14% | 2.7% | -8.4% | -1% | i | 0.1 | 4%
COc1ccc(C(O)Cn2ccsc2=NC(C)=O)cc1 (stereo not given) | 7% | · | · | · | · | 1.1% | · | · | i | 0.9 | 3%
COc1ccc(N2CCN(CCCNC(=O)C3CCCN(S(=O)(=O)c4c(C)n[nH]c4C)C3)CC2)cc1 (stereo not given) | -5% | 2 | 15 | 0.7 | -1% | -2.0% | -6.0% | -1% | i | 0.3 | 6%
COc1cccc(N2CCN(C(=O)C3CCCN(S(=O)(=O)c4cnc[nH]4)C3)CC2)c1 (stereo not given) | -5% | -10 | 5 | 1.1 | -2% | 2.0% | 1.7% | 14% | i | 2.4 | -1%
NC(=O)c1ccc(/C=N/O)[n+](Cc2ccccc2)c1 | -4% | · | · | · | · | 2.3% | · | · | i | 0.3 | -2%
COc1ccc(CCN2C(=O)CC(Cc3ccc(Br)cc3)C2=O)cc1OC (stereo not given) | 7% | 4 | 6 | 1.3 | 8% | 17% | -5.2% | 8% | i | 1.1 | 4%
CC(=O)N1CCOc2ccc(S(=O)(=O)Nc3cccc(C)n3)cc21 | -11% | · | · | · | · | 1.2% | · | · | i | 5.1 | -3%
Cc1ccccc1CC1(CO)CCCN(Cc2ccc(C#CC(C)(C)O)cc2)C1 (stereo not given) | 9% | 11 | 1 | 1.1 | 4% | 8.1% | -0.2% | 1% | i | 0.3 | -4%
C=CCN1C(=O)C(Cc2ccc(Br)cc2)S/C1=N\N=C\c1ccco1 (stereo not given) | -3% | 9 | -12 | 1.1 | -7% | 0.8% | -3.3% | -6% | i | 1.0 | 5%
O=C1c2ccncc2C(=O)N1CO | -9% | -40 | -39 | 1.1 | 6% | 1.0% | -2.1% | 11% | i | 1.0 | 0%
Cc1ccc(-c2nc3ncccn3c2Nc2ccccc2C)o1 | -6% | 0 | 17 | 1.1 | 0% | 2.6% | -5.3% | 1% | i | 0.5 | 4%
COc1cc(C(=O)N/N=C(\C)c2ccc3c(c2)OCO3)cc(OC)c1OC | 1% | -5 | -8 | 1.1 | 3% | 2.7% | -1.4% | 2% | ? | · | 3%
CC(=O)c1ccc(OCCCC(=O)OCc2nnc(-c3ccc(Cl)cc3)o2)cc1 | 2% | 6 | -5 | 1 | 12% | 2.2% | -7.7% | 12% | i | 1.4 | 2%
O=C1c2ccc(Oc3ccc([N+](=O)[O-])cc3)cc2C(=O)N1CCO | -5% | · | · | · | · | 0.5% | · | · | i | 0.4 | -2%
